# High-throughput results deposited in PubChem by Broad Institute.
# DENV2 CPE rescue: protects cells from dengue virus 2 cytopathic effect. DENV2-infected cells, cytopathic effect rescue, plate reader. CPE inhibition, % at 9.99 µM. 1.7% of 350,000 active. AID 651640; in the data active = CPE inhibition above about 20%, passing the limit was not always enough; inconclusive = no clear call, values can overlap the other calls; tested in BHK-21 cells;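 note: 0% = median of neutral control wells and 100% = median of positive control wells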
# F508del corr: CFTR F508del correction in bronchial cells. CFBE cells, YFP halide quenching; stimulated with forskolin plus potentiator P3; % fluorescence drop versus neutral controls. activity (quench increase), % at 7.58 µM. 0.36% of 350,000 active. AID 720511;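 active = mean added fluorescence quench of at least 8% versus neutral control, with both replicates also reaching 8%; inconclusive = only one of the mean or replicate conditions met; inactive = mean below 8% and not both replicates reaching 8%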;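 note: cells transiently co-express mutant CFTR-F508del with the halide-sensitive YFP; corrector assay measuring rescue of mutant channel to the surface after 24 h compound exposure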
# ERp5 block: blocks human ERp5 reductase activity on insulin. inhibition, % at 9.99 µM. AID 651711. ERp5 insulin aggregation, absorbance 650 nm, 90 min. Q15084. 0.05% of 350,000 active;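 active = mean replicate inhibition above about 25%, with every replicate also reaching it, limit read from the data, passing the limit was not always enough; inconclusive = only one of those two criteria met; inactive = neither criterion met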
# Target sequence (Q15084 whole entry, looked up): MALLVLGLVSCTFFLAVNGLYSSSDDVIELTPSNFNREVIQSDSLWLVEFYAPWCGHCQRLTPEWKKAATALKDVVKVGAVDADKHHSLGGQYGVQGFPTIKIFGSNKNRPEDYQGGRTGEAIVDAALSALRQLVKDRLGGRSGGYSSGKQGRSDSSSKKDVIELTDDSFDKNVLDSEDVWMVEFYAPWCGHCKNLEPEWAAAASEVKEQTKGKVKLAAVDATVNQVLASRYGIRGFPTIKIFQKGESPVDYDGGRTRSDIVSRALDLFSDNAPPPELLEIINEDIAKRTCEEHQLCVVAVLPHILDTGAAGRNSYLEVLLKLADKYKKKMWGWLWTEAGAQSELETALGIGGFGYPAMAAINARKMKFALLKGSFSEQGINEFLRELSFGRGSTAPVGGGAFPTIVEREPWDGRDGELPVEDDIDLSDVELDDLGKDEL
# miR-122 sensor: inhibitors of miR-122 in Huh7 cells; Huh7 miR-122 Renilla luciferase sensor, 48 h; neutral wells = 0, positive control = 100; 0.3% of 340,000 active; activation (reporter increase), % at 12.5 µM;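 active = mean replicate activation score at least 90 and every replicate individually at or above 90; inconclusive = only one of the two criteria met; inactive = neither criterion met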;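 note: higher luciferase means less miR-122 activity so hits act as miR-122 inhibitors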
# SIRT5 block: sirtuin-5 (human) deacylase inhibition | Purified SirT5, succinyl-peptide AMC, trypsin-coupled fluorescence | 1.1% of 330,000 active | AID 652115 | inhibition, % at 15 µM | Q9NXA8; in the data active = inhibition above about 15%; inconclusive = no clear call, values can overlap the other calls
# Target sequence (Q9NXA8 whole entry, looked up): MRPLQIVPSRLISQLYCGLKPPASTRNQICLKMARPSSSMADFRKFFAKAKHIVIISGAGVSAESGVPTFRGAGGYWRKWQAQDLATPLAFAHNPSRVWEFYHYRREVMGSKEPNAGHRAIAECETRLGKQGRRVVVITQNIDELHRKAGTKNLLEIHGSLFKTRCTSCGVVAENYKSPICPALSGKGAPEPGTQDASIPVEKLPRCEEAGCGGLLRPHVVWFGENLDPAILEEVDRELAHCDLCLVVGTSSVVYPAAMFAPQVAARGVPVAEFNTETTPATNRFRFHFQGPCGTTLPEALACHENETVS
# ERAP1 inh: ERAP1 (human) enzyme inhibition; Q9NZ08; recombinant ERAP1, Leu-AMC fluorescence, 60 min; inhibition, % at 10.7 µM; 0.15% of 340,000 active;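 active = mean replicate inhibition of at least 30%, or all replicates individually reaching that 30% level; inactive = mean below 30% and not every replicate reaching it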;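 note: 0% = neutral control wells and 100% = L-leucinethiol positive control wells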
# Casp6 inh: caspase-6 (human) enzyme inhibition | P55212 | purified caspase-6, Z-VEID-R110 cleavage fluorescence | inhibition, % at 12.5 µM | 0.53% of 350,000 active;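 active = mean inhibition across replicates at least about 35%, with every replicate also reaching that limit, limit read from the data; inconclusive = only one of the two criteria met; inactive = neither criterion met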;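 note: 0% = median of neutral control wells and 100% = no fluorescence left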
# Target sequence (P55212 24-179 limits assumed): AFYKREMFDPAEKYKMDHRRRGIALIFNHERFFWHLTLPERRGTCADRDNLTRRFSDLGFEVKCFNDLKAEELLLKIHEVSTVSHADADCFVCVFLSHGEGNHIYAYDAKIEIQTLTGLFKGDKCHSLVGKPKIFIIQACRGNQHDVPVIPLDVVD
# Target sequence (P55212 194-293 limits assumed): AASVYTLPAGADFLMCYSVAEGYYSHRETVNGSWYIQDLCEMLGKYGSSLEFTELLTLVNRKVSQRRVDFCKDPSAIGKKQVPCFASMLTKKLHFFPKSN
# * marks the source's active call; other numbers are inactive results; ? = inconclusive; / = not tested or not shown; [ ] = dose if it differs, or a comment.
1	CCOC(=O)/C(=N\O)C1=NC(C)(C)Cc2ccccc21
2	CC(C)NC(=O)Nc1ccc2c(c1)CC(=O)N([C@@H](C)CO)C[C@H](C)[C@H](CN(C)S(C)(=O)=O)O2
3	COc1cc(/C=C2\CCC(C)C3=C(c4cc(OC)c(OC)c(OC)c4)C(C#N)=C(N)OC32)cc(OC)c1OC (stereo not given)
4	CN1CCN(C2CN(C3CCCC3)S(=O)(=O)C2)CC1 (stereo not given)
5	Cc1noc(C)c1S(=O)(=O)Nc1ccc2c(c1)C(=O)N([C@H](C)CO)C[C@H](C)[C@H](CN(C)C(=O)NC(C)C)OCCCC[C@H](C)O2
6	C(=NN=C(NN=Cc1cccs1)NN=Cc1cccs1)c1cccs1
7	COCC(=O)Nc1ccc2c(c1)[C@@H]1C[C@@H](CC(=O)NCCN3CCCCC3)O[C@H](CO)[C@@H]1O2
8	CCc1cc(=O)oc2cc(OCC(=O)N(CC)CC)c(Cl)cc12
9	Cc1onc(-c2ccccc2Cl)c1C(=O)N1CCCCC1C(=O)O (stereo not given)
10	COc1ccc(C2=NS(=O)(=O)N(C)C(C(=O)N3CCC(C(N)=O)CC3)=C2)cc1

assay / compound	1	2	3	4	5	6	7	8	9	10
DENV2 CPE rescue	2	2	-5	-4	4	-9	-6	1	2	-9
F508del corr	-2.5	-1.9	0.2	2.6	0.5	-0.2	-1.5	-0.5	1.1	-1.9
ERp5 block	-3	-1	-9	2	-2	-5	-2	3	5	14
miR-122 sensor	/	11[16.7 µM]	/	0	-4[16.7 µM]	/	5[16.7 µM]	/	-1	-6
SIRT5 block	1	13	-6	-5	-1	/	0	/	/	6
ERAP1 inh	-2	-2	0	/	1	0	0	0	/	-4
Casp6 inh	-1	-1	2	/	-2	-3	3	-2	3	-2

11	CC(C)c1nc2sc3ccccc3c(=O)c2c(=O)n1Cc1ccccc1
12	Cc1ccc(S(=O)(=O)N2CCN(CC(=O)Nc3ccnn3C3CCCC3)CC2)cc1
13	O=C(NCCc1ccc(Cl)cc1)c1cc(S(=O)(=O)N2CCCC2)ccc1F
14	COCC(=O)N1[C@@H](CO)[C@@H](c2ccccc2)C12CN(C(=O)NC1CCCCC1)C2
15	Cc1ccc(NC(=O)COC(=O)c2cccc(S(=O)(=O)N3CCCCCC3)c2)cc1
16	Cc1cc(C(=O)Nc2cccc3c2O[C@H](CN(C)Cc2ccc4c(c2)OCO4)[C@H](C)CN([C@H](C)CO)C3=O)n(C)n1
17	N#C[C@@H]1[C@@H](c2ccccc2-c2ccccc2)[C@H](CO)N1C(=O)Cc1ccccc1
18	CCOc1ccc(NC(=O)CSc2nc3ccsc3c(=O)n2CCCCC(=O)O)cc1
19	O=C(COc1cccnc1[N+](=O)[O-])NCc1ccc(F)cc1
20	O=C(Cc1ccccc1)Nc1ccc(NC(=O)Cc2ccccc2)c(Cl)c1

assay / compound	11	12	13	14	15	16	17	18	19	20
DENV2 CPE rescue	3	10	-3	1	6	-3	5	1	8	-10
F508del corr	0.8	2.1	-1.2	-1.4	0.5	-3.6	-0.5	-3.2	0.7	1.1
ERp5 block	0	-1	2	3	-10	2	-2	2	1	2
miR-122 sensor	/	2	24	/	-3	-3[16.7 µM]	/	-6	-5	-4
SIRT5 block	-5	-6	/	-2	1	-2	/	/	-4	-7
ERAP1 inh	-2	-2	-1	0	-3	-1	3	0	1	-2
Casp6 inh	-1	39*	-4	1	-1	0	1	0	-1	0

21	Cc1cccc2[nH]c(CN(C)C(=O)CC3C(=O)NCCN3CC(C)(C)C)nc12 (stereo not given)
22	Cc1cc(=O)oc2cc(OCC(=O)N/N=C/c3ccccc3O)ccc12
23	COc1ccc2c3c(n(C)c2c1)[C@@H](CO)N(C(C)=O)CC31CCN(S(=O)(=O)c2ccccc2)CC1
24	O=C(NCC1CC1)[C@@H]1[C@@H](CO)[C@@H]2Cn3c(ccc(-c4cccnc4)c3=O)[C@@H]2N1Cc1cocn1
25	CO[C@@H]1CN(C)C(=O)c2ccc(NC(C)=O)cc2OC[C@H](C)N(Cc2nccs2)C[C@@H]1C
26	O=C(CN(Cc1ccccc1)S(=O)(=O)c1ccc(S(=O)(=O)N2CCOCC2)cc1)Nc1ccccc1
27	COc1ccccc1N1CCN(C2C(=O)Nc3ccccc3-n3nnnc32)CC1 (stereo not given)
28	Cc1cccc(C(=O)N2CCN(CCNC(=O)C(=O)Nc3ccc(F)cc3)CC2)c1
29	O=C(NCCNc1ccccc1[N+](=O)[O-])c1ccccc1F
30	COc1ccc(NC(=O)CSc2ccccc2)c([N+](=O)[O-])c1

assay / compound	21	22	23	24	25	26	27	28	29	30
DENV2 CPE rescue	5	1	-8	?	-4	-2	3	-3	-2	6
F508del corr	0.9	0.4	-1.5	0.2	-5.2	0.9	3.2	-1.8	-1.8	-1.7
ERp5 block	1	3	-2	6	12	-5	-4	1	3	-2
miR-122 sensor	/	-3	/	-5[16.7 µM]	-19[16.7 µM]	-4	/	/	-5	4
SIRT5 block	-1	-8	/	-16	1	0	-1	/	/	0
ERAP1 inh	2	-2	-1	-1	0	0	/	-5	2	0
Casp6 inh	-4	-2	/	-1	0	-2	0	1	1	0

31	CN1C(=O)Cc2cc(S(=O)(=O)N3CCN(c4cccc(Cl)c4)CC3)ccc21
32	Cc1nn(Cc2cccc(C(=O)N3N=C(C(F)F)CC3(O)C(F)F)c2)c(C)c1[N+](=O)[O-] (stereo not given)
33	C[C@@H]1CN([C@@H](C)CO)C(=O)c2cc(NC(=O)Nc3ccc4c(c3)OCO4)ccc2O[C@H]1CN(C)S(=O)(=O)c1cccs1
34	C[C@@H]1CN([C@H](C)CO)C(=O)Cc2cc(NC(=O)Cc3cn(C)c4ccccc34)ccc2O[C@H]1CN(C)Cc1ccc(Oc2ccccc2)cc1
35	O=C1c2c(O)cc(O)cc2O[C@@]12c1c(cc(O)c3c1O[C@H](c1ccc(O)cc1)[C@@H](O)C3)O[C@@H]2c1ccc(O)cc1
36	CCN(CC)S(=O)(=O)c1cccc(C(=O)N[C@H](C(=O)NNC(=O)c2ccccc2)C(C)C)c1
37	C[C@@H](NC(=O)C[C@H]1CC[C@H]2[C@@H](COC[C@@H](O)CN2C(=O)Nc2cc(Cl)cc(Cl)c2)O1)c1ccccc1
38	O=C(c1cccc(Cl)c1)C1CCCN(Cc2ccc(N3CCNC3=O)cc2)C1 (stereo not given)
39	CN(C(=O)c1sc2nc(N3CCCC3)c3c(c2c1N)CC(C)(C)OC3)c1ccccc1
40	CN(C)C(=O)C[C@@H]1C[C@H]2c3cc(NC(=O)Nc4ccccc4F)ccc3O[C@H]2[C@@H](CO)O1

assay / compound	31	32	33	34	35	36	37	38	39	40
DENV2 CPE rescue	-6	3	-1	7	-10	-2	-4	8	-1	8
F508del corr	-0.3	-0.1	-2.4	-1.1	-2.7	-2.2	-2.4	-1.8	-0.5	1.7
ERp5 block	-1	-2	9	/	0	0	-20	1	0	-7
miR-122 sensor	6	-1	3[16.7 µM]	-2[16.7 µM]	-1	6	-12[16.7 µM]	2	/	0[16.7 µM]
SIRT5 block	-4	1	-1	/	/	0	1	1	-4	0
ERAP1 inh	-1	1	-3	/	9	-3	-2	2	-4	-1
Casp6 inh	3	3	0	/	/	0	1	-3	-3	-2

41	C[C@@H]1CN([C@H](C)CO)C(=O)c2cccc(NS(=O)(=O)c3cccs3)c2O[C@@H]1CN(C)Cc1ccc(C(=O)O)cc1
42	O=C(NC(=S)Nc1ccccc1)C1CCCCC1
43	COc1ccc(/C(N)=N/OC(=O)Cc2cccs2)cc1
44	C=CCN1C[C@H](COC(=O)CSc2ccccc2)Oc2cccc(F)c2S1(=O)=O
45	O=C(CN1C(=O)COc2ccc(S(=O)(=O)N3CCCCCC3)cc21)NCc1ccc(F)cc1
46	C[C@@H]1CN([C@H](C)CO)C(=O)c2cc(N(C)C)ccc2O[C@H]1CN(C)Cc1ccncc1
47	CCNC(=O)C1CCCN(C(=O)c2c(-c3ccccc3)noc2C)CC1 (stereo not given)
48	O=C(N/N=C\c1ccc2c(c1)OCO2)c1ccco1
49	CC(C)NC(=O)N(C)C[C@H]1OCCCC[C@H](C)Oc2ccc(NS(=O)(=O)c3ccccc3)cc2C(=O)N([C@@H](C)CO)C[C@@H]1C
50	CC(=O)Nc1ccc(NC(=O)C2(C)Cc3c(-c4ccc(NC(C)=O)cc4)ccnc3O2)cc1 (stereo not given)

assay / compound	41	42	43	44	45	46	47	48	49	50
DENV2 CPE rescue	6	5	?	6	4	0	16	1	-2	-11
F508del corr	1.2	0.7	-0.6	-2.3	-3.1	-1.8	-1.8	2.0	-1.9	-0.6
ERp5 block	2	3	-3	1	-2	8	5	4	-2	2
miR-122 sensor	-2[16.7 µM]	7	-4	/	-4	-2[16.7 µM]	-7	/	-7[16.7 µM]	0
SIRT5 block	4	2	-1	/	/	-2	/	3	1	-4
ERAP1 inh	0	1	-3	/	-4	1	-3	-2	0	-4
Casp6 inh	7	-3	-2	-2	0	-3	-2	-2	3	6

# Grouped by structure, the entries above containing a Cl atom.
8	CCc1cc(=O)oc2cc(OCC(=O)N(CC)CC)c(Cl)cc12
9	Cc1onc(-c2ccccc2Cl)c1C(=O)N1CCCCC1C(=O)O (stereo not given)
13	O=C(NCCc1ccc(Cl)cc1)c1cc(S(=O)(=O)N2CCCC2)ccc1F
20	O=C(Cc1ccccc1)Nc1ccc(NC(=O)Cc2ccccc2)c(Cl)c1
31	CN1C(=O)Cc2cc(S(=O)(=O)N3CCN(c4cccc(Cl)c4)CC3)ccc21
37	C[C@@H](NC(=O)C[C@H]1CC[C@H]2[C@@H](COC[C@@H](O)CN2C(=O)Nc2cc(Cl)cc(Cl)c2)O1)c1ccccc1
38	O=C(c1cccc(Cl)c1)C1CCCN(Cc2ccc(N3CCNC3=O)cc2)C1 (stereo not given)

assay / compound	8	9	13	20	31	37	38
DENV2 CPE rescue	1	2	-3	-10	-6	-4	8
F508del corr	-0.5	1.1	-1.2	1.1	-0.3	-2.4	-1.8
ERp5 block	3	5	2	2	-1	-20	1
miR-122 sensor	/	-1	24	-4	6	-12[16.7 µM]	2
SIRT5 block	/	/	/	-7	-4	1	1
ERAP1 inh	0	/	-1	-2	-1	-2	2
Casp6 inh	-2	3	-4	0	3	1	-3

# (list continues)
51	O=C(O)c1ccc(N/N=C/c2ccnc3ccccc23)cc1
52	Cc1ccc(Nc2n[nH]c(C)c2[N+](=O)[O-])c(C)c1
53	COc1cccc(CN2CCNC(=O)C2CC(=O)N2CCOc3ccccc3C2)c1OC (stereo not given)
54	CC(C)NC(=O)NCC[C@@H]1CC[C@H](NC(=O)CN(C)C)[C@@H](CO)O1
55	CC(OC(=O)c1ccc([N+](=O)[O-])s1)C(=O)NC1CCCCC1C (stereo not given)
56	O=C(OCC(=O)N1CCCCCC1)c1cc(S(=O)(=O)N2CCOCC2)ccc1F
57	CN(C)CC(=O)N[C@@H]1C=C[C@H](CC(=O)NCc2ccc(Cl)cc2)O[C@@H]1CO

assay / compound	51	52	53	54	55	56	57
DENV2 CPE rescue	2	8	0	6	-3	-12	-7
F508del corr	-1.3	/	-1.9	-0.2	0.1	2.0	-0.1
ERp5 block	6	-1	-6	1	2	1	-5
miR-122 sensor	1	9	-5	23[16.7 µM]	-16	-4	/
SIRT5 block	-1	2	/	0	-4	/	-5
ERAP1 inh	-6	-1	-4	-1	-4	-2	4
Casp6 inh	1	-1	7	-2	-4	-2	-1
